TrxR1 substrate: qHTS Assay for Substrates of Mammalian Selenoprotein Thioredoxin Reductase 1 (TrxR1): qHTS. Thioredoxin reductase 1, cytoplasmic (Rattus norvegicus), O89049. purified TrxR1 substrate turnover, NADPH consumption readout. Potency, µM (series often up to 114 µM), without a hit: top-dose activity change, negative = substrate turnover. 390,000 tested, 0.01% active; further: potency means the concentration at half of the fitted maximal effect; on the % scale 0 is the no-effect control and ±100 the full control effect; nearly all actives have a fitted effect of over 50% in size
Target sequence (O89049 whole entry, looked up): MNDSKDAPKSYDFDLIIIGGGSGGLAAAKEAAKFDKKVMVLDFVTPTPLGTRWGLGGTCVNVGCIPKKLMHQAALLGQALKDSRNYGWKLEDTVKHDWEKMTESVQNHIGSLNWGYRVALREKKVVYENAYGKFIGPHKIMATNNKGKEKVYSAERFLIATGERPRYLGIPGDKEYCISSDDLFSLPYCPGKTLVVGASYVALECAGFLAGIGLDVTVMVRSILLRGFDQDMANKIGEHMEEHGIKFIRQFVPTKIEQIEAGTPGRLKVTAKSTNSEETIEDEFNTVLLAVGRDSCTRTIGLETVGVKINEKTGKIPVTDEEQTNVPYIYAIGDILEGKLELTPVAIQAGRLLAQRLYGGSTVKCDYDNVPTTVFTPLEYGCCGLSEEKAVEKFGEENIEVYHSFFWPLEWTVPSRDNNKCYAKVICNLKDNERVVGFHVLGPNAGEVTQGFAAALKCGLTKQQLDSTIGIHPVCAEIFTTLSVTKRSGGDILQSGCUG
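Rat TrxR1, dispensed at 90 nM, was prereduced with 400 uM NADPH (final) for 5 min at ~22 deg C, then incubated with compound 15 min before 400 uM selenite. A first-read NADPH fluorescence drop versus no-compound background flagged substrates.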
TRHR PAM: qHTS for Small Molecule Agonists and Allosteric Enhancers of Human TRH Receptor: Primary Screen for Enhancers | TRHR cells, fluo-8 calcium fluorescence, EC20 TRH enhancement | enhancement, % at 2 µM | Thyrotropin-releasing hormone receptor (Homo sapiens), P34981 | AID 493056, 2011 | 360,000 tested, 0.66% active; in the data active means enhancement above about 30%; further: 0% is about no effect
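TRHR-expressing cells loaded with fluo-8 calcium dye were read kinetically (ex 480/em 530) during compound addition, then stimulated with an EC20 of TRH (10 nM final). Enhancement of the Gq-mediated intracellular calcium response was scored.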
USP1-UAF1 inh: Inhibitors of USP1/UAF1: Primary Screen; Ubiquitin carboxyl-terminal hydrolase 1 (Homo sapiens), O94782; recombinant USP1/UAF1, Ub-Rhodamine cleavage fluorescence; Potency, µM (titrated, usually from 57.1 µM), for inactives: top-dose activity change, negative = inhibition, hits mostly inhibitors; 390,000 tested, 0.23% active; further: potency means the concentration at half of the fitted maximal effect; on the % scale 0 is the no-effect control and ±100 the full control effect; nearly all actives have a fitted effect of over 60% in size; inactives centre near -12
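USP1/UAF1 complex (1 nM) preincubated 15 min at room temperature with compound, then Ub-Rho substrate (150 nM final) added. Kinetic fluorescence at 480/540 nm over 6 reads at 60 s intervals; 50 mM HEPES pH 7.8, 0.5 mM EDTA, 0.1 mg/ml BSA, 1 mM TCEP, 0.01% Tween-20.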
D2 ag: HTS Assay for Allosteric Agonists of the Human D2 Dopamine Receptor: Primary Screen for Agonists. D(2) dopamine receptor (Homo sapiens), P14416. HEK293 T-REx D2 cells, calcium flux agonist mode. activation, % at 2 µM. 340,000 tested, 0.53% active;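 active means activation over 3 SD above normal in the single-dose calcium agonist read, cut at about 30% in these data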; further: 0% is about no effect
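Tetracycline-induced HEK293 T-REx cells with force-coupled D2 receptor, plated overnight at 30 C, loaded with no-wash calcium dye. After a 10 s baseline, compound was pin-added and calcium flux read kinetically for 180 s; calcium rises flagged agonists.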
TRHR agonist: qHTS for Small Molecule Agonists and Allosteric Enhancers of Human TRH Receptor: Primary Screen for Agonists; Thyrotropin-releasing hormone receptor (Homo sapiens), P34981; activation, % at 2 µM; TRHR cells, calcium flux fluo-8, FDSS agonist mode; 360,000 tested, 0.18% active; AID 493084, 2011; in the data active means activation above about 30%; further: 0% is about no effect
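TRHR-expressing cells, plated overnight in medium with 10% serum, were loaded with fluo-8 calcium dye at room temperature. After a 10 s baseline, library compound was pin-added and calcium release was recorded kinetically (ex 480/em 530) as agonist response.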
D2 antagonist: HTS Assay for Allosteric Antagonists of the Human D2 Dopamine Receptor: Primary Screen for Antagonists; inhibition, % at 10 µM; D(2) dopamine receptor (Homo sapiens), P14416; HEK293 TREx D2 cells, calcium flux, dopamine EC80; 340,000 tested, 2% active; in the data active means inhibition above about 30%; further: 0% is about no effect
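Dopamine at EC80 is the agonist stimulus; test compounds precede it by 180 s. Calcium flux read kinetically in a force-coupled, inducible HEK293 T-REx D2 cell line.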
TrxR1 inh: qHTS Assay for Inhibitors of Mammalian Selenoprotein Thioredoxin Reductase 1 (TrxR1): qHTS. 390,000 tested, 1% active. Potency, µM (doses to about 114 µM), without a hit: at the highest dose activity change, negative = inhibition, hits mostly inhibitors. Thioredoxin reductase 1, cytoplasmic (Rattus norvegicus), O89049. AID 588453, 2011. recombinant rTrxR1, NADPH fluorescence consumption, selenite substrate; further: potency means the concentration at half of the fitted maximal effect; on the % scale 0 is the no-effect control and ±100 the full control effect; nearly all actives have a fitted effect of over 65% in size
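Rat TrxR1 (90 nM in the dispensed reagent) was pre-reduced with 400 uM NADPH for 5 min at room temperature, then incubated with compound for 15 min. After 400 uM selenite was added, NADPH fluorescence (Ex 340/Em 450 nm) was followed for 8 min.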
PI4K2A block: qHTS for small molecular inhibitors of PI4K2A; purified PI4K2A, ADP-Glo luminescence, 1 h; active compounds read low; activity change, negative = inhibition, % at 76.9 µM; 420,000 tested, 0.13% active; AID 1346378, 2018; in the data active means activity change below about -50%; inconclusive means mostly about -30% to -49%;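 further: -100% = wells without enzyme as full effect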
Target sequence (Q9BTU6 whole entry, looked up): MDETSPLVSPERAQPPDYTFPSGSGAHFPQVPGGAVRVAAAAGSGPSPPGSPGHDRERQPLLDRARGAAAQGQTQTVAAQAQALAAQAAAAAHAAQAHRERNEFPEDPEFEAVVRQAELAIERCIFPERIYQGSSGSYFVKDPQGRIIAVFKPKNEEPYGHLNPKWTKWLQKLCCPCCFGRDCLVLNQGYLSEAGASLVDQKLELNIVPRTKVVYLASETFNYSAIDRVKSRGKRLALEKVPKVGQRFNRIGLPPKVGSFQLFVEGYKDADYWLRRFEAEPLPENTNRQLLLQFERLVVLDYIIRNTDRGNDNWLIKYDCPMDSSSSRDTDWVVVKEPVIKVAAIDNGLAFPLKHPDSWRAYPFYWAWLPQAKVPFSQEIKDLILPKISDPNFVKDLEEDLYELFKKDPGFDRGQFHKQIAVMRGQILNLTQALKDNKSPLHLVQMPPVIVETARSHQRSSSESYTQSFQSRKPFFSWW
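ADP-Glo luminescence measured ADP generated by PI4K2A enzyme (4 ug/mL before mixing) with 1.2 mM PI substrate (pre-mix) and 300 microM ATP (pre-mix). Tris pH7.5 buffer with MgCl2, Triton X-100; 1 h reaction at ambient temperature.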
mIDH1 inhibitor: qHTS for Inhibitors of mutant isocitrate dehydrogenase 1 (IDH1): qHTS; Isocitrate dehydrogenase [NADP] cytoplasmic (Homo sapiens), O75874; IDH1-R132H enzyme, NADPH consumption, diaphorase/resazurin fluorescence; Potency, µM (top dose mostly 76.6 µM), for the others: at the top dose activity change, negative = inhibition, hits mostly inhibitors; 390,000 tested, 0.093% active; AID 602179, 2012; further: potency means the concentration at half of the fitted maximal effect; on the % scale 0 is the no-effect control and ±100 the full control effect; nearly all actives have a fitted effect of over 65% in size
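IDH1-R132H (0.5 ug/mL dispensed) in pH 7.5 Tris buffer was preincubated 30 min with compound, then given a substrate mix of 0.016 mM NADPH and 2 mM alpha-KG for 80 min at room temperature; remaining NADPH was read by diaphorase/resazurin fluorescence.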
* = called active by the depositor; ? = inconclusive; . = not tested or not shown; & = joins results of further samples; [ ] = another dose, or the depositor's remark. Unless noted, the call rests on the fitted dose curve; in most records, active means well fitted inhibition curve with a large enough effect; inconclusive means small, poorly fitted or top-dose-only effect; inactive means no such curve, though single readings can be large or run the other way.

SMILES	TrxR1 substrate	TRHR PAM	USP1-UAF1 inh	D2 ag	TRHR agonist	D2 antagonist	TrxR1 inh	PI4K2A block	mIDH1 inhibitor
COc1ccccc1C(=O)NNC(=O)C(=O)NC(C)C	-5.7%	-8.2	-3.5%	-0.1	0.0	5.1	-3.4%	-2.2	-9.9%
CCCn1cc(CN2CCC(Oc3ccc(C(=O)N4CCCC4)cc3)CC2)c(C)n1	-5.1%	-5.6	-22.1%	-0.2	0.1	12.9	-11.7%	-4.5	-1.9%
Cc1cccc(OCc2nnc(N)s2)c1C	-11.4%	3.6	-4.7%	0.0	0.0	0.2	-0.9%[57.1 µM]	-7.9	-0.5%
Cc1sc2ncnc(N3CCC(C(=O)Nc4nc(-c5ccc(F)cc5)cs4)CC3)c2c1C	-0.9%	4.3	-13.5%	-0.9	0.3	-4.8	12.3%	2.8	4.1%
Cc1ccc(C(=O)N/C(=C/c2cccs2)C(=O)N2CCCCC2)cc1	-9.6%	0.8	4.4%	-0.9	-0.3	-8.5	5.5%	-2.4	1.5%
CC1(C)CC(NC(=O)C2CCCCC2C(=O)O)CC(C)(C)N1 (centres undefined)	-7.3%	-3.3	1.6%	0.2	1.1	9.5	-11.9%	-1.2	4.6%
O=C(c1cccc(N2C(=O)C3CC=CCC3C2=O)c1)N1CCN(c2ccccc2)CC1 (centres undefined)	3.9%	1.3	-11.9%	1.3	-0.3	6.9	3.8%	7.8	9.6%
CCN(CC)c1nc2ccccc2nc1C(=O)Nc1cc(OC)c(OC)c(OC)c1	-8.7%[57.1 µM]	2.6	-22.0%	0.0	-0.5	.	-1.5%[57.1 µM]	0.5	0.0%
Fc1ccc(COc2cccc(CNCc3ccncc3)c2)cc1	-2.5%[57.1 µM]	-6.0	-3.7%	.	0.5	.	13.5%[57.1 µM]	-0.7	7.2%
CC1CCCN(S(=O)(=O)c2ccc(C(=O)Nc3nnc(-c4ccncc4)o3)cc2)C1 (centres undefined)	-12.7%	0.8	8.7%	-1.9	-0.2	6.2	-0.5%[57.1 µM]	-6.6	-4.9%
O=C(CCn1c(=O)oc2ccccc21)N1CCOCC1	-0.9%	-2.3	-8.1%	-0.4	-0.7	-2.4	1.5%	-1.3	-3.9%
CCN(C(=O)COC(=O)C(c1ccccc1)c1ccccc1)c1c(N)n(Cc2ccccc2)c(=O)[nH]c1=O	1.7%	.	-21.5%	.	.	.	20.0%	1.1	-7.2%
Cc1cc2c(c(=O)n1Cc1cccnc1)C(c1ccc(F)cc1)C(C#N)=C(N)O2 (centres undefined)	2.9%	6.7	-12.8%	0.2	-0.3	-8.6	8.9%	10.6	9.1%
CC(=O)Oc1ccccc1C1=NN(C(C)=O)C(c2ccccc2)C1 (centres undefined)	4.2%	6.1	-20.1%	0.1	0.2	-12.1	13.6%	4.1	6.7%
O=C1CC2(CCN(C(=O)C(=O)c3c[nH]c4ccccc34)CC2)Oc2ccccc21	-2.3%	9.6	-24.0%	0.4	0.5	-0.5	-4.4%	-6.6	14.7%
CCOC(=O)C1=NNC2C(=O)N(C3CCCCC3)C(=O)C12 (centres undefined)	19.9%[57.1 µM]	1.1	-1.5%	0.3	0.0	8.0	32.0%[activator][57.1 µM]	-3.7	7.2%
Cc1cc(C)cc(-c2nnc(SCC(=O)c3ccc4c(c3)OCCO4)o2)c1	11.5%	7.3	-18.7%	0.4	0.0	-12.4	19.6%	5.5	-1.7%
CCOC(=O)N1CCC(=NNC(=O)c2ccc(O)cc2)CC1	2.9%[57.1 µM]	1.2	2.7%	1.3	0.8	-5.0	-16.0%[57.1 µM]	-19.3	3.5%
Cc1cc(=O)[nH]c(S/C=C/c2ccccc2)n1	8.0%[57.1 µM]	-4.7	-22.0%	-0.8	0.3	-3.2	8.5%[57.1 µM]	-11.2	12.6%
COc1ccc(CCNC(=O)CN2C(=O)C(=O)N(C3CCCC3)C2=O)cc1OC	-3.7%	-6.4	-15.6%	-0.1	-0.4	-1.4	9.4%	5.6	0.0%
Cc1cc2c(cc(C(=O)NCc3cccnc3)n2Cc2ccc(Cl)cc2)o1	3.2%	4.3	-18.8%	-0.6	-0.4	4.6	-11.8%	-4.0	-1.0%
CCN(CC)S(=O)(=O)c1ccc2oc(C(=O)NCc3ccc(F)cc3)c(C)c2c1	-5.6%	-2.5	-7.2%	.	0.5	.	-3.1%	4.5	6.4%
Cn1c(CN2CCOCC2)nc2cc(NC(=O)c3ccc(Cl)cc3)ccc21	-3.4%	2.1	-15.7%	2.0	0.3	-8.5	-5.4%	-1.6	13.3%
Cc1ccc(S(=O)(=O)NNC(=O)c2cc(C)cs2)cc1	0.3%[57.1 µM]	-1.0	-4.5%	-0.2	-0.9	15.2	4.2%[57.1 µM]	-3.6	4.5%
CCOc1ccc(OCC)c(NC(=O)C2CCN(S(=O)(=O)c3cccc4nonc34)CC2)c1	7.0%[57.1 µM]	9.2	4.4%	-0.9	0.2	-10.9	6.6%[57.1 µM]	0.3	3.6%
Cc1ccc(S(=O)(=O)N(C)C)cc1NC(=S)Nc1cccc2ccccc12	29.0%	2.2	?	-0.5	-2.1	-0.9	-16.7%	-3.9	6.1%
CN1CCC(=C2c3ccccc3Sc3ccccc32)CC1	3.9%	.	-25.9%	.	.	.	27.4%	-2.4&1.2	-7.6%
CCn1c2ccccc2c2cc(/C=N/n3c(-c4cc(C)[nH]n4)n[nH]c3=S)ccc21	4.2%[57.1 µM]	-3.9	-14.9%	0.1	-0.6	-9.2	19.0%[11.4 µM]	-0.8	?
COc1ccc(NC(=O)COc2ccc(CNCCCN3CCOCC3)cc2OC)cc1	-8.5%	5.9	-9.8%	-0.1	-0.3	-13.0	11.4%	-7.3	3.0%
C=CCn1cnc2scc(-c3ccc(CC)cc3)c2c1=O	-2.0%	7.9	-6.4%	0.9	-0.6	-1.2	6.7%	-3.3	-2.8%
Cc1cccc(NC(=O)C2CCCN(C(=O)NCc3ccccc3)C2)c1C (centres undefined)	-10.8%[57.1 µM]	0.7	-6.8%	-0.2	-0.1	-14.3	21.3%[57.1 µM]	-20.0	12.6%
COCCNc1ccc(N2C(=O)CCCC2=O)cc1[N+](=O)[O-]	-3.6%	-4.4	0.2%	0.0	0.2	-3.1	15.3%	1.0	-8.3%
Cc1nn2c(=O)cc(COC(=O)c3cccc(NC(=O)c4ccc(C(C)(C)C)cc4)c3)nc2s1	0.4%[57.1 µM]	1.4	-13.0%	1.6	0.6	.	16.7%[57.1 µM]	-4.9	-4.1%
COc1ccc2c(c1OC)C(=O)N(c1ccc(O)cc1)C2=O	4.5%[57.1 µM]	-2.1	-19.0%	0.3	-0.5	-2.7	7.7%[57.1 µM]	0.9	12.0%
N#Cc1ccc(OCC(=O)N2CCCC2=O)cc1	-2.0%	2.4	-7.4%	0.9	0.2	-1.8	18.6%	1.4	19.3%
Cc1ccn2cc(C(=O)Nc3ccc4c(c3)OCCO4)nc2c1	-4.0%	-0.5	-6.6%	-0.5	-0.9	-2.5	6.7%	-9.3	12.7%
CC(C)(CNC(=O)C1c2ccccc2-c2ccccc21)N1CCOCC1	3.6%	5.2	-3.7%	2.4	1.9	-3.6	12.4%	-2.7	-1.6%
N#Cc1c(NC(=O)CSc2nc(N)cc(=O)[nH]2)sc2c1CCCCCC2	11.5%	6.1	-13.4%	0.2	0.0	3.8	31.3%	1.3	3.3%
Cc1ccc(C(=O)Nc2ccc(C(=O)N/N=C/c3ccccn3)cc2)cc1	-1.5%	-0.1	-7.9%	-0.7	-1.3	-34.2	12.0%	-12.9	1.9%
Cc1ccc(CSc2nc3cc(C(=O)NC4CCCC4)ccc3c(=O)n2Cc2ccccc2)cc1	1.0%[57.1 µM]	8.1	18.4%	-0.3	0.6	.	23.1%[57.1 µM]	-2.9	-14.6%
COc1cc2ccccc2cc1C(=O)N1CC(C)CC(C)C1 (centres undefined)	-1.6%	9.3	-5.1%	-1.6	-2.5	-10.2	18.9%	-1.3	0.9%
O=C1CCN(S(=O)(=O)c2cc(C(F)(F)F)ccc2Cl)CC1	5.2%	-1.3	-3.5%	0.4	-0.3	-36.2	8.5%	-0.1	-2.0%

Shown as a markdown table: entries from further up.
| canonical_smiles | TrxR1 substrate | TRHR PAM | USP1-UAF1 inh | D2 ag | TRHR agonist | D2 antagonist | TrxR1 inh | PI4K2A block | mIDH1 inhibitor |
| --- | --- | --- | --- | --- | --- | --- | --- | --- | --- |
| N#Cc1c(NC(=O)CSc2nc(N)cc(=O)[nH]2)sc2c1CCCCCC2 | 11.5% | 6.1 | -13.4% | 0.2 | 0.0 | 3.8 | 31.3% | 1.3 | 3.3% |
| Cc1ccc(C(=O)Nc2ccc(C(=O)N/N=C/c3ccccn3)cc2)cc1 | -1.5% | -0.1 | -7.9% | -0.7 | -1.3 | -34.2 | 12.0% | -12.9 | 1.9% |

Assay outcomes (PubChem BioAssay)
